# GIRK2 act: GIRK2 channel activators by thallium flux. 34,000 tested, under 10 active. P48051. HEK293 GIRK2/NPY4 cells, thallium flux fluorescence. activation (% efficacy), % for hits at 37.5 µM;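 active = primary screen hit, no activity in plain HEK293 cells, and in GIRK2-only cells above 5% efficacy rising with concentration; inactive = the rest, including fluorescent compounds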;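 note: efficacy is normalized control-subtracted fluorescence 15 s after thallium addition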
# Target sequence (P48051 whole entry, looked up): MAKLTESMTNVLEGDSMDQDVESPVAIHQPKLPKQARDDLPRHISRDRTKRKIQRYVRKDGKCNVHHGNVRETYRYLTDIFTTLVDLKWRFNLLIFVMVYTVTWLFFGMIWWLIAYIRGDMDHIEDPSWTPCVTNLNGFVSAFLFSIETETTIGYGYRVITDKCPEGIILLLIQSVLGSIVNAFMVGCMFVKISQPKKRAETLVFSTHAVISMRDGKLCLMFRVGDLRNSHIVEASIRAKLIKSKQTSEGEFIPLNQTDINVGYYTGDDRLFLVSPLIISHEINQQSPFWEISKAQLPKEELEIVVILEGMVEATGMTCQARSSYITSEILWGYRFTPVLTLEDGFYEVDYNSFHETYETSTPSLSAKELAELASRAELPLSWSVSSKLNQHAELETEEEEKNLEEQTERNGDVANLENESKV
# Calls only; i = inactive. This is a subset, so the mix of outcomes need not match the whole.
SMILES,GIRK2 act
O=C(NCC1CCN(Cc2cccs2)CC1)C(=O)NC1CCCC1,i
CCN(c1ccccc1)S(=O)(=O)c1ccc(C(=O)Nc2cc(C)no2)cc1,i
O=C(C1CCCCC1)N1CCC2(CC1)NC(=O)N(CCc1ccccc1)C2=O,i
COc1cc(NC(=O)Nc2ccc3c(c2)N(S(C)(=O)=O)CCC3)cc(OC)c1OC,i
CCCNC(=O)COc1coc(CN2CCN(c3ccc(F)cc3)CC2)cc1=O,i
CCCS(=O)(=O)NCCOc1ccc2nnc(-c3ccccc3OC)n2n1,i
Cc1ccnc(Nc2ccc(NCCNS(=O)(=O)c3cccs3)nn2)c1,i
NC(=O)c1ccccc1NC(=O)C1CCN(c2ccc(-c3ccc(F)cc3)nn2)CC1,i
O=C(CCc1ccccc1)NCC(=O)N1CCOC(c2ccccc2)C1 (configuration not stated),i
O=C(Cc1cc(-c2ccc(F)cc2F)on1)NCCCn1ccnc1,i
O=C(NCCCn1nc(-c2ccco2)ccc1=O)C1CC1,i
COc1ccccc1NC(=O)C(=O)NCC(c1cccc2ccccc12)N1CCCC1 (configuration not stated),i

# Of the compounds above, 3 contain an aryl methoxy group.
SMILES,GIRK2 act
COc1cc(NC(=O)Nc2ccc3c(c2)N(S(C)(=O)=O)CCC3)cc(OC)c1OC,i
CCCS(=O)(=O)NCCOc1ccc2nnc(-c3ccccc3OC)n2n1,i
COc1ccccc1NC(=O)C(=O)NCC(c1cccc2ccccc12)N1CCCC1 (configuration not stated),i

# Next section
SMILES,GIRK2 act
O=S(=O)(NCC#CCN1CCc2ccccc2C1)c1ccc(Br)cc1,i
O=c1ccc(-c2ccc(Cl)cc2)nn1CCCNS(=O)(=O)Cc1ccccc1,i
COc1ccc(/C=C2\Oc3c(ccc4c3CN(c3ccc(F)cc3)CO4)C2=O)c(OC)c1OC,i
COc1ccc2c(=O)c(Oc3ccc(C(=O)Nc4ccccc4C(N)=O)cc3)c(C)oc2c1,i
COC(=O)c1ccc(Cn2cnc3c(nnn3C)c2=O)cc1,i
Cc1[nH]c(=O)[nH]c(=O)c1CC(=O)Nc1ccc2c(c1)OCO2,i
Cc1cc(C(=O)NCC2CCN(S(=O)(=O)C3CC3)CC2)no1,i
Cc1c(Cl)cccc1NC(=O)Cc1csc(SCC(=O)c2ccc3c(c2)OCO3)n1,i
CSc1ncccc1C(=O)N1CCC(CNC(=O)c2ccc(F)cc2Cl)CC1,i
COc1ccccc1NC(=O)NCCC(O)c1ccco1 (configuration not stated),i
CCOC(=O)N1CCN(S(=O)(=O)c2ccc(OCC)cc2OCC)CC1,i
COCCNC(=O)C(=O)Nc1ccc2c(c1)OCO2,i
O=C(Nc1ccc(F)cc1)N1CCC(CNS(=O)(=O)/C=C/c2ccccc2)CC1,i
COc1ccc2oc(=O)c(C(=O)N3CCN(c4ccccc4Cl)CC3)cc2c1,i
O=C(c1ccc2c(c1)OCO2)N1CCN(Cc2nnnn2-c2ccc(F)c(F)c2)CC1,i
COc1cccc(OCC(=O)Nc2cc(C)nn2C2CCS(=O)(=O)C2)c1 (configuration not stated),i
CCOc1cn(-c2ccc(F)cc2)nc1C(=O)Nc1ccc(C(C)=O)cc1,i
COc1ccc(-c2cccc(NC(=O)COc3ccc4c(c3)OCO4)c2)nn1,i
COc1cc(C(=O)NCCn2ncc3c(N4CCCCCC4)ncnc32)cc(OC)c1OC,i
COc1ccc(CNS(=O)(=O)CCCOc2cccc3c2OC(C)(C)C3)cc1,i
CN(C)CCNc1nc2c(c(=O)n(C)c(=O)n2C)n1CC(O)c1ccccc1 (configuration not stated),i
CN(C)C(=O)Cc1ccc(NC(=O)NC(C)(C)C)cc1,i
Cc1ccnc(OCC(=O)Nc2ccc(Nc3cc(N(C)C)nc(C)n3)cc2)n1,i
CN(C)C(=O)Cc1ccc(NC(=O)Cc2cccs2)cc1,i

# 3 entries out of the list, arranged by formula weight, high to low:
SMILES,GIRK2 act
COc1cc(C(=O)NCCn2ncc3c(N4CCCCCC4)ncnc32)cc(OC)c1OC,i
COc1ccc2oc(=O)c(C(=O)N3CCN(c4ccccc4Cl)CC3)cc2c1,i
Cc1ccnc(OCC(=O)Nc2ccc(Nc3cc(N(C)C)nc(C)n3)cc2)n1,i

# Continuation.
SMILES,GIRK2 act
CCOC(=O)N1CCN(CC(O)COc2ccc(C(=O)CC)cc2)CC1 (configuration not stated),i
COc1ccc(-c2ccc(OCCNS(=O)(=O)c3cc(Cl)ccc3OC)nn2)cc1,i
COc1ccc(NC(=O)CSC2=NC(C)(C)Nc3ccccc32)c(OC)c1,i
CN(Cc1nc2ccccc2n1CCOc1ccccc1Cl)C(=O)c1ccco1,i
CCNS(=O)(=O)c1ccc(OC)c(NC)c1,i
O=C(/C=C/c1ccccc1)N1CCN(C(=O)C2CC2c2cccs2)CC1 (configuration not stated),i
CCOCC(=O)Nc1c2c(nn1CC(=O)NCc1ccc(OC)cc1)CSC2,i
O=C(Nc1cccc(Br)c1)C1COCC(=O)N1Cc1ccccc1 (configuration not stated),i
Cc1cccn2c(=O)c(/C=N\Nc3ccc(C(=O)O)cc3)c(N3CCCC3)nc12,i
O=S(=O)(c1ccc(C(F)(F)F)cc1)N(Cc1ccccn1)Cc1ccco1,i
CCOc1cc(C(=O)N2CCN(c3nccn3C)CC2)cc(OCC)c1OCC,i
CNC(=O)C(=O)Nc1cc(C)ccc1OC,i
CCOc1ccccc1NC(=O)c1ccc(N2CCCCS2(=O)=O)cc1,i
O=C(NCC1CCN(C(=O)/C=C/c2ccco2)CC1)c1ccco1,i
O=C(Cc1cccs1)NCCCC(=O)Nc1cccc2cccnc12,i
CC(=O)N1CCCc2ccc(NC(=O)c3ccc4c(c3)OCO4)cc21,i
CCn1c(SC(C)C)nnc1-c1cn(C)nc1OC,i
COc1ccc(NC(=O)CSc2ccc(NC(=O)c3ccco3)nn2)cc1OC,i
COc1ccc(OCC(=O)Nc2ccc3c(c2)N(C(=O)c2cccs2)CC3)cc1,i
O=C(CCn1cnc2c(cnn2-c2ccc(F)cc2)c1=O)NCCC1=CCCCC1,i
CC(C)C(=O)N1CCCc2cc(NC(=O)c3ccc(F)cc3)ccc21,i
O=C(Cn1nc(-c2ccco2)ccc1=O)Nc1ccc2c(c1)OCO2,i
COc1ncccc1C(=O)N1CC(c2nc(C)no2)C1,i
COc1ccc(S(=O)(=O)CCC(=O)Nc2c(C(N)=O)oc3ccccc23)cc1,i
CCN(CC)CCCN1C(=O)C(=O)C(=C(O)c2cccc(OC)c2)C1c1ccccn1 (configuration not stated),i
COc1cc2nc(SCC(=O)Nc3cc(C)[nH]n3)n3nc(C)nc3c2cc1OC,i
O=S(=O)(c1ccccc1)c1nc(-c2cccs2)oc1NCCCn1ccnc1,i
COc1cccc(NC(=O)CCN2C(=O)c3ccccc3S2(=O)=O)c1,i
CS(=O)(=O)Nc1cccc(NC(=O)c2ccc(=O)n(Cc3ccccc3)n2)c1,i
O=C(Cc1ccc(Cl)cc1)NCCCCN1CCOC(c2ccccc2)C1 (configuration not stated),i
Cc1ccc(N(C(=O)C(F)(F)F)C2C=CS(=O)(=O)C2)c(C)c1 (configuration not stated),i
O=C1CC(c2nc3ccccc3n2CC(O)COc2ccccc2Cl)CN1Cc1ccccc1 (configuration not stated),i
Cc1ccc(C)c(NC(=O)c2ccc(=O)n(Cc3ccccc3)c2)c1,i
Cc1cc(-c2nnc(NC(=O)Cc3ccc(C(C)C)cc3)o2)nn1C,i
O=C(NCCC(O)c1cccs1)C1COc2ccccc2O1 (configuration not stated),i
CC(O)(CNC(=O)CSCc1ccccc1)C1CC1 (configuration not stated),i
CCc1ccccc1NC(=O)N1CCN(c2ccc3nnc(C4CC4)n3n2)CC1,i
CCOc1ccc(Nc2ncnc3c2nnn3C)cc1,i
CCOC(=O)CN1CC(c2nc(Cc3ccccc3OC)no2)C1,i
COc1cc(NC(=O)c2ccc([N+](=O)[O-])cc2Cl)ccc1N1CCCC1=O,i
CCS(=O)(=O)c1ccc(CC(=O)Nc2nnc(-c3cc(C)n(C)n3)o2)cc1,i
COc1ccc(NS(=O)(=O)c2ccc(N3C(=O)C(C)CS3(=O)=O)cc2)cc1OC (configuration not stated),i
O=C(CC1=NS(=O)(=O)c2ccccc2N1)Nc1ccc(NC(=O)c2ccco2)cc1,i
CN1CCN(C(=O)c2cc3c(=O)n(C)c(=O)n(C)c3s2)CC1,i
COc1cccc2sc(N(CCN(C)C)C(=O)c3cc(C)no3)nc12,i
Cc1cc(C(=O)Nc2nnc(-c3ccn(C(C)C)n3)o2)no1,i
CCCCOc1ccc(C(=O)Nc2ccc(OC)c(N3CCCCC3=O)c2)cc1,i
O=C1CCc2cc(S(=O)(=O)NCc3ccccc3)cc3c2N1CCC3,i

# In the list so far, five have an aryl thioether with sulfur outside any ring:
SMILES,GIRK2 act
Cc1c(Cl)cccc1NC(=O)Cc1csc(SCC(=O)c2ccc3c(c2)OCO3)n1,i
CSc1ncccc1C(=O)N1CCC(CNC(=O)c2ccc(F)cc2Cl)CC1,i
CCn1c(SC(C)C)nnc1-c1cn(C)nc1OC,i
COc1ccc(NC(=O)CSc2ccc(NC(=O)c3ccco3)nn2)cc1OC,i
COc1cc2nc(SCC(=O)Nc3cc(C)[nH]n3)n3nc(C)nc3c2cc1OC,i

# Additional structures:
SMILES,GIRK2 act
Cc1ccc(-c2nc(CSc3n[nH]c(=O)c4cc(-c5ccco5)nn34)c(C)o2)cc1,i
CCOc1ccc2ccccc2c1C(=O)Nc1cccc(N2CCCC2=O)c1,i
CCCN(CCC)S(=O)(=O)c1ccc(C(=O)Nc2ccc3scnc3c2)cc1,i
COc1ccc(Cl)cc1S(=O)(=O)NCC(O)c1ccsc1 (configuration not stated),i
COc1cccc2cc(-c3nnc(NC(=O)c4ccn(C)n4)o3)oc12,i
COc1ccc(S(=O)(=O)Nc2nc(CCC(=O)NCCC3=CCCCC3)cs2)cc1,i
O=C(Cn1cc(-c2nc(-c3ccc(Cl)cc3)no2)ccc1=O)N1CCN(c2ccccc2)CC1,i
COCCCN1C(=O)CC(Nc2ccc(F)cc2)C1=O (configuration not stated),i
CS(=O)(=O)N1CCCC1C(=O)Nc1nnc(-c2cc3ccccc3o2)o1 (configuration not stated),i
CC1CN(S(=O)(=O)c2ccc(C(=O)Nc3ccc4ncsc4c3)cc2)CC(C)O1 (configuration not stated),i
Cn1c(SCc2nc(-c3ccccc3Br)no2)nc2cc3c(cc2c1=O)OCO3,i
CCCCN(C)C(=O)c1cc2c(=O)n3cccc(C)c3nc2n1Cc1ccccc1,i
Cc1ccc(NC(=O)c2ccccc2C(F)(F)F)cc1N1CCCCC1=O,i
CCOC(=O)Cn1c(=NC(=O)c2cc(C)no2)sc2cc(Cl)ccc21,i
Cc1ccc(-c2n[nH]n3c2nc(=O)c2ccc(C(=O)NCc4ccco4)cc23)cc1,i
O=C(Nc1ccc(-c2ccc(N3CCOCC3)nn2)cc1)Nc1cccc(Cl)c1,i
O=C(Nc1ccc(F)cc1F)c1ccc(=O)n(Cc2ccc(C(F)(F)F)cc2)c1,i
Cc1ccc(-c2ccc(SCC(N)=O)nn2)cc1C,i
Cc1ccc(NC(=O)N2CCN(c3cc(-n4ccnc4)ncn3)CC2)c(Cl)c1,i
CC1CN(C)CCN1CC1CCN(C(=O)CCC2CCCC2)CC1 (configuration not stated),i
CS(=O)(=O)N1CCC(C(=O)Nc2ccc(Cl)cc2)CC1,i
CCOc1ccc(CC(=O)NCC(c2cccs2)N(C)C)cc1 (configuration not stated),i
Cc1ccc(S(=O)(=O)Nc2cc(-c3ccc(F)cc3)nn2C2CCS(=O)(=O)C2)cc1 (configuration not stated),i
COc1cccc(OCC(O)CN2CC(C)CC(C)C2)c1 (configuration not stated),i
CCOc1ccc2nc(N(Cc3ccncc3)C(=O)/C=C/c3cccs3)sc2c1,i
CCOc1ccc(Nc2nc(C)c([N+](=O)[O-])c(N3CCCCC3)n2)cc1,i
COc1ccccc1OCC(=O)Nc1ccc(CC(=O)NCc2cccs2)cc1,i
Cc1nc(-c2cccc(NC(=O)c3cccc(Oc4ncccn4)c3)c2)cs1,i
COc1cc(OC)cc(C(=O)Nc2ccc(OC)c(N3CCCCC3=O)c2)c1,i
O=S(=O)(c1ccc(C2CCCCC2)cc1)N1CCOCC1,i
CN(C)c1nn(CC(=O)NCc2ccccc2Cl)cc1-c1ccccc1,i
O=C(c1cccs1)N1CCN(C(=O)c2cnn3ccccc23)CC1,i
COc1cc(C(=O)N2CCC3(CC2)C(=O)N(C)C(=O)N3C)cc(OC)c1OC,i
COc1nn(C)cc1C(=O)NCC(O)c1ccc(C(F)(F)F)cc1 (configuration not stated),i
CN(C)C(CNC(=O)c1c(F)cccc1F)c1cccs1 (configuration not stated),i
CS(=O)(=O)c1cccc(S(=O)(=O)N2CCN(c3cccc(Cl)c3)CC2)c1,i
Nc1c(S(=O)(=O)c2cccc(Cl)c2)c2nc3ccccc3nc2n1Cc1ccco1,i
COc1ccc(CCNC(=O)N2CCN(Cc3nc(-c4cccs4)cs3)CC2)cc1,i
CCCC(CCC)C(=O)N1CCN(c2nccn2C)CC1,i
CC(C)(CO)NC(=O)Cc1ccc(NC(=O)/C=C/c2ccccc2Cl)cc1,i
CCCCOc1ccccc1NC(=O)c1ccc(C)c(C)c1,i
CC(C)(C)N(C(=O)c1cc(=O)c2ccccc2o1)C(=O)N1CCCCC1,i
CCOc1ccc(S(=O)(=O)NCC2CCN(Cc3cccs3)CC2)cc1,i
O=C(CS(=O)(=O)c1ccc(Cl)s1)Nc1nc2ccccc2s1,i
Cc1ccc(C)c(OC(C)C(=O)Nc2c(C)nc3ccc(Cl)cn3c2=O)c1 (configuration not stated),i
CCCCOc1ccccc1NC(=O)Oc1ccccc1,i
NC(=O)Cn1nnn(-c2ccc(NC(=O)C3CC(=O)N(c4ccc(F)cc4)C3)cc2)c1=O (configuration not stated),i

# Screens deposited in PubChem BioAssay by Vanderbilt University.
